Nrf2 activator: Nrf2 pathway activation. AREc32 ARE-luciferase reporter (MCF7-derived line), luminescence, 24 h. Potency, µM (titrated, usually from 46.1 µM), for inactives: at the highest dose activation, hits mostly activators. 0.31% of 410,000 active. AID 624171; also: potency is read from the fitted curve at half-maximal effect; % of control where 0% means no effect; nearly all actives have a fitted effect of over 65% in size
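Quantitative high-throughput format: AREc32 reporter cells, 1000 per well, received compound by pin transfer and were incubated 24 hr at 37 deg C, 5% CO2, before Steady-Glo luminescence detection.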
pAkt inh: blocks phosphorylation of Akt. Neuro2A IGF-stimulated pAkt S473 HTRF, 20 min; active compounds read low. activity change, % for hits at 50 µM. AID 651550. 0.32% of 360,000 active; in the data active = activity change below about -80%; inconclusive = mostly about -51% to -80%; also: % is scaled to controls: 0 for no effect and ±100 for the full control effect
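Neuro2A cells in DMEM with 0.5% FBS, overnight at 37 deg C, given compound at single 50 µM final, then IGF (6 nM final) for 20 min at 37 deg C. Lysed; phospho-Akt Ser473 by HTRF after 24 h, 665/615 ratio.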
CCT modulator: cytosolic chaperonin activity modulation. activity change, % (no concentration beside the values), hits read low. AID 651819. purified chaperonin ATPase assay, HTRF ADP detection, 30 min. 0.3% of 360,000 active; in the data active = activity change below about -30%; also: % is scaled to controls: 0 for no effect and ±100 for the full control effect
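First, chaperonin was dispensed at 40 nM or 20 nM final depending on batch activity. Next, compounds were pinned at 76 uM and ATP added at 10 uM. After 30 min at 37 °C, ADP detection reagents ran 30 min at ambient temperature.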
EPAC2 agonist: activates human EPAC2 exchange factor; Q8WZA2; EPAC2 activation, biochemical qHTS; response scale: 100% = 6.5 mM cAMP response; AID 720711; Potency, µM (titrated, usually from 154 µM), for inactives: at the highest dose activation, hits mostly activators; 0.079% of 360,000 active; also: potency is read from the fitted curve at half-maximal effect; nearly all actives have a fitted effect of over 50% in size
Target sequence (Q8WZA2 whole entry, looked up): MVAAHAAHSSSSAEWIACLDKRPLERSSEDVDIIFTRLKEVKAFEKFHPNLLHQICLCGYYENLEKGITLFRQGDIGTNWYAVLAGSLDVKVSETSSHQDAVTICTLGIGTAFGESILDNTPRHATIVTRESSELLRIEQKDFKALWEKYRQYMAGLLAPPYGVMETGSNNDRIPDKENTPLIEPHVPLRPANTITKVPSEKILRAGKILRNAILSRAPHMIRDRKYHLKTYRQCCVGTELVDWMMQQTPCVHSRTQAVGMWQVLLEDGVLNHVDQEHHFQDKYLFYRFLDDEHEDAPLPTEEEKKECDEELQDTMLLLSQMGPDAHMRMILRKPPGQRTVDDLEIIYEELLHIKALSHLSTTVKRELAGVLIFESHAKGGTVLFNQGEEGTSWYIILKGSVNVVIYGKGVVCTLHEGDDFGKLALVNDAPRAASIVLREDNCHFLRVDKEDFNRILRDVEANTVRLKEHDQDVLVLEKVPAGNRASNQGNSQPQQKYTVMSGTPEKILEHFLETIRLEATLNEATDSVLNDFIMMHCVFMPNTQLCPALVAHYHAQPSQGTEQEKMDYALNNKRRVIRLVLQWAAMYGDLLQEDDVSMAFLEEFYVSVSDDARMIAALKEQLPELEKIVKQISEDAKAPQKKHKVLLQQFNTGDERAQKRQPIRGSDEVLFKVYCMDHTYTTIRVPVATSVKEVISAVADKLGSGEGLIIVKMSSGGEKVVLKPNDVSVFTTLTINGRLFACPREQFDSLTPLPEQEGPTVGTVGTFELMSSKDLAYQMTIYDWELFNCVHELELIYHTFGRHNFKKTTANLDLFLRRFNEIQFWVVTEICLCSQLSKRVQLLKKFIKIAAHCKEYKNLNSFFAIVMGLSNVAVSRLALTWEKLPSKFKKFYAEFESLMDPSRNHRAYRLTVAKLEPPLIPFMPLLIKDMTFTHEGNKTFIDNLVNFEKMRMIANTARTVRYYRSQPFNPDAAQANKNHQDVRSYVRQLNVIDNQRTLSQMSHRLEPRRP
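Setup: EPAC2 100 nM, labeled Rap1B complex 250 nM, free GDP 50 uM. Compound titrations pinned in, brief spin, 5 min room temperature incubation. Kinetic fluorescence read over 30 min, normalized to 6.5 mM cAMP.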
A549 viability: kills or reduces viability of A549 cells in Nrf2 counter-screen | A549 ARE-Fluc cells, CellTiter-Fluor viability, 18-24 h | Potency, µM (highest dose often 46 µM), for the others: top-dose activity change, negative = cytotoxicity, usual class: inhibitors | 0.16% of 390,000 active | AID 504648; also: potency is read from the fitted curve at half-maximal effect; % is scaled to controls: 0 for no effect and ±100 for the full control effect
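A549 ARE_Fluc cells in 5% FBS OPTI-MEM were exposed to compounds in concentration-response for 18-24 h at 37 deg C. Viability was read by CellTiter-Fluor fluorescence (Ex 405/Em 525) after 30 min, before the luciferase read.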
Nrf2 block: inhibitors of Nrf2 signaling. AID 504444. 2.1% of 360,000 active. Potency, µM (titrated, usually from 46 µM), for inactives: at the highest dose activity change, negative = inhibition, actives largely listed as inhibitors. A549 ARE-Fluc reporter, luciferase luminescence, 18-24 h; also: potency is read from the fitted curve at half-maximal effect; % is scaled to controls: 0 for no effect and ±100 for the full control effect; nearly all actives have a fitted effect of over 60% in size
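Cells were seeded and rested 2 h, then exposed to compounds for 18-24 h. CellTiter-Fluor was read first as a viability measure. BugLite was added 15 min before the final luminescent read of ARE-luciferase activity in A549 cells.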
EPAC2 antagonist: blocks human EPAC2 exchange factor; Potency, µM (highest dose often 114 µM), for inactives: at the top dose activity, negative = inhibition, hits mostly inhibitors; Q8WZA2; AID 720708; EPAC2 GEF exchange of Rap1B-BODIPY-GDP, fluorescence; 0.18% of 360,000 active; also: potency is read from the fitted curve at half-maximal effect; % is scaled to controls: 0 for no effect and ±100 for the full control effect; nearly all actives have a fitted effect of over 45% in size; many of its hits are not listed in these tables
TGFb SMAD3 inh: blocks TGF-b signaling | Potency, µM (highest dose often 46.1 µM), for the others: top-dose activity, negative = inhibition, usual class: inhibitors | HepG2 CAGA-GFP TGF-b/SMAD3 reporter, GFP fluorescence, 18 h; TGF-beta stimulated, 500 pg/mL final | 1.2% of 410,000 active; also: potency is read from the fitted curve at half-maximal effect; % is scaled to controls: 0 for no effect and ±100 for the full control effect; nearly all actives have a fitted effect of over 65% in size
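Read-out: total well GFP (ex488/em500-530) summed from mean per-cell fluorescence. Cells: HEPG2 CAGA-GFP, 1% FBS DMEM, 18 h at 37 degrees C with 500 pg/mL final TGF-beta. Unstimulated wells served as the full-inhibition control; stimulated DMSO wells = 0%.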
MmCpn inh: blocks the Methanococcus maripaludis chaperonin Mm-Cpn. purified Mm-Cpn ATPase, ADP Transcreener TR-FRET. Potency, µM (highest dose often 76.9 µM), for the others: top-dose activity, negative = inhibition, most hits filed as inhibitors. 0.031% of 330,000 active. AID 504842; also: potency is read from the fitted curve at half-maximal effect; % is scaled to controls: 0 for no effect and ±100 for the full control effect; nearly all actives have a fitted effect of over 80% in size
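ATPase turnover read by TR-FRET ADP competition (Eu cryptate antibody/ADP-d2, 665/590 nm): 10uM ATP final, 25nM Mm-CPN final, 30 min 37degC after 10-min compound preincubation, pH 7.4 Tris/KCl/MgCl2/DTT buffer.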
Starred values were filed as active, the others as inactive; i = inactive; ? = inconclusive; · = not tested or not shown. Unless noted, calls follow the shape of the dose curve; as a rule, active = well fitted curve in the direction sought with a large enough effect; inconclusive = small, poorly fitted or top-dose-only effect, or another doubt; inactive = no such curve, though single readings can be large; an effect the other way counts as inactive or inconclusive. These rows are one share of the data. The share of hits here may be higher or lower than overall.

SMILES	Nrf2 activator	pAkt inh	CCT modulator	EPAC2 agonist	A549 viability	Nrf2 block	EPAC2 antagonist	TGFb SMAD3 inh	MmCpn inh
Cc1cc(NC(=O)CCC(=O)N(Cc2ccco2)C(C(=O)NC2CCCC2)c2ccc(F)cc2)no1 (stereo not drawn)	2.9%	i	-0.4	3.9%	0.1%	-0.6%	-2.8%	28.3%	-0.5%
CCn1c(CNC(=O)Cc2ccc(OC)cc2)nnc1SCC(=O)Nc1nccs1	-0.2%	i	1.8	-12.4%	-2.2%	?	8.1%	-9.3%	-20.9%
CCOc1ccc(-c2nnc(SCC(=O)NC(C)(C)C)nc2-c2ccc(OCC)c(OC)c2)cc1OC	0.0%	i	-0.3	1.2%	-7.7%	?	-13.5%	0.0%	-1.5%
O=C(COc1ccc(C(=O)O)cc1)Nc1cccc(C(F)(F)F)c1	-1.0%	i	2.5	0.0%	5.5%	-11.5%	15.7%	4.4%	-0.6%
O=C1OC2(O)C3C4C=CC(C4)C3C(=O)N2c2ccccc21 (stereo not drawn)	-1.1%	i	-11.6	8.4%	-4.6%	19.3%	-7.1%	-6.7%	1.2%
COc1cc(C(=O)OC(C)CN2CCCCC2)cc(OC)c1OC (stereo not drawn)	-0.9%	i	-2.1	16.2%	-3.3%	-5.2%	3.7%	6.3%	0.5%
CCCn1c(SCC(=O)Nc2cccc(C(=O)OCC)c2)nnc1-c1ccoc1C	2.1%	i	-0.8	5.6%	4.7%	?	8.4%	-19.7%	-1.7%
O=C(NCCSc1ccc(Br)cc1)c1ccccc1	2.6%	i	-2.1	11.5%	6.8%	3.2%	-10.1%	-11.2%	1.0%
Cc1[nH]c2ccccc2c1C(=O)COC(=O)C1CC(=O)N(Cc2ccco2)C1 (stereo not drawn)	5.0%	i	-2.3	7.9%	1.7%	1.8%	-2.8%	-1.6%	1.0%
COc1cc(-c2nnc(SCC(=O)N(Cc3ccccc3)C(C)(C)C)o2)cc(OC)c1OC	1.4%	i	0.2	-3.1%	7.0%	?	-27.6%	?	0.0%
COC(=O)c1cc(-c2cccs2)nc2ccccc12	4.8%	i	-4.5	25.4%	0.7%	?	-6.4%	4.4%	-4.5%
CCOc1ccccc1NC(=O)CN1CCC(C(=O)c2ccc(OC)cc2)CC1	2.7%	i	0.6	3.5%	-13.0%	-19.3%	-10.5%	5.6%	3.2%
Cc1ccnc(NC(=O)C2CCN(S(=O)(=O)c3cccc(C(F)(F)F)c3)CC2)c1	0.8%	i	-0.2	-8.9%	-0.2%	-21.8%	-29.8%	-21.2%	-4.4%
Cc1ccc(NC(=O)COC(=O)c2ccc(OCc3c(C)noc3C)cc2)cc1S(=O)(=O)N1CCOCC1	-0.2%	i	1.1	-2.6%	-0.5%	-3.1%	9.5%	3.9%	0.9%
CCCNC(=O)CN(CCc1ccccc1)S(C)(=O)=O	-0.1%	i	-2.2	6.8%	-8.1%	10.8%	11.5%	-0.7%	-0.7%
O=C(Nc1ccc2nc(SCC(=O)N3CCc4ccccc43)sc2c1)c1ccc(F)cc1	0.5%	·	·	·	?	?	·	-21.7%	·
CNC(=O)C[C@H]1C(=O)N(C2CCCCC2)C[C@@H]1C	0.1%	i	-12.4	9.5%	·	·	2.5%	2.4%	·
CCOc1cc(/C=C(\C#N)C(=O)Nc2cccc(C(=O)O)c2)cc(Br)c1OC(=O)c1ccc(OC)cc1	10.5%	i	0.2	-2.0%	-3.4%	27.7%	50.1µM*	?	0.2%
O=C(c1cc2ccccc2cc1O)N1CCCC1	-0.4%	i	-7.4	6.2%	-0.5%	-5.2%	-1.8%	-5.4%	?
Cc1c(-c2ccccc2)n(O)c(-c2ccc(N(C)C)cc2)[n+]1[O-]	4.7%	i	-0.6	7.3%	·	·	-14.1%	-11.3%	·
COc1ccc(-n2c(=O)c3c4c(sc3n(C)c2=O)CN(C(C)=O)CC4)cc1	0.7%	·	·	·	-0.5%	2.1%	·	-5.2%	·
NNC(=O)C1CC(O)CN1S(=O)(=O)c1ccc2ccccc2c1 (stereo not drawn)	-0.3%	i	-0.1	2.7%	-1.9%	7.0%	1.2%	5.5%	1.5%
COc1cccc(NC(=O)CCNS(=O)(=O)c2cccc3nonc23)c1	-0.3%	i	-0.4	8.5%	-6.5%	?	3.2%	4.7%	-1.2%
COCCn1c(Cc2ccccc2)nnc1SCC(=O)Nc1cc(C)on1	0.0%	i	-8.9	1.4%	-15.3%	7.9%	6.9%	?	-8.1%
COc1ccc(N2C(=S)NC3CS(=O)(=O)CC32)cc1 (stereo not drawn)	0.3%	i	-3.1	10.2%	2.8%	1.6%	-3.9%	-3.3%	0.8%
CC(=O)N1CCN(C(=O)CSc2cc(C)c(Br)cc2C)CC1	2.4%	i	1.0	11.2%	8.1%	8.3%	-2.5%	-18.9%	1.0%
COc1ccc(C2CC(=O)Nc3c2c(C)nn3-c2nncc(-c3ccc(C)cc3)n2)c(OC)c1OC (stereo not drawn)	0.1%	·	·	·	3.5%	13.8%	·	?	·

A stretch of the results above, for reference:
SMILES	Nrf2 activator	pAkt inh	CCT modulator	EPAC2 agonist	A549 viability	Nrf2 block	EPAC2 antagonist	TGFb SMAD3 inh	MmCpn inh
Cc1ccnc(NC(=O)C2CCN(S(=O)(=O)c3cccc(C(F)(F)F)c3)CC2)c1	0.8%	i	-0.2	-8.9%	-0.2%	-21.8%	-29.8%	-21.2%	-4.4%
Cc1ccc(NC(=O)COC(=O)c2ccc(OCc3c(C)noc3C)cc2)cc1S(=O)(=O)N1CCOCC1	-0.2%	i	1.1	-2.6%	-0.5%	-3.1%	9.5%	3.9%	0.9%
CCCNC(=O)CN(CCc1ccccc1)S(C)(=O)=O	-0.1%	i	-2.2	6.8%	-8.1%	10.8%	11.5%	-0.7%	-0.7%
O=C(Nc1ccc2nc(SCC(=O)N3CCc4ccccc43)sc2c1)c1ccc(F)cc1	0.5%	·	·	·	?	?	·	-21.7%	·
CNC(=O)C[C@H]1C(=O)N(C2CCCCC2)C[C@@H]1C	0.1%	i	-12.4	9.5%	·	·	2.5%	2.4%	·
CCOc1cc(/C=C(\C#N)C(=O)Nc2cccc(C(=O)O)c2)cc(Br)c1OC(=O)c1ccc(OC)cc1	10.5%	i	0.2	-2.0%	-3.4%	27.7%	50.1µM*	?	0.2%
O=C(c1cc2ccccc2cc1O)N1CCCC1	-0.4%	i	-7.4	6.2%	-0.5%	-5.2%	-1.8%	-5.4%	?
Cc1c(-c2ccccc2)n(O)c(-c2ccc(N(C)C)cc2)[n+]1[O-]	4.7%	i	-0.6	7.3%	·	·	-14.1%	-11.3%	·
COc1ccc(-n2c(=O)c3c4c(sc3n(C)c2=O)CN(C(C)=O)CC4)cc1	0.7%	·	·	·	-0.5%	2.1%	·	-5.2%	·
NNC(=O)C1CC(O)CN1S(=O)(=O)c1ccc2ccccc2c1 (stereo not drawn)	-0.3%	i	-0.1	2.7%	-1.9%	7.0%	1.2%	5.5%	1.5%

Screening data (PubChem BioAssay)
